ASM inhibitor – blocks human secretory acid sphingomyelinase. P17405. 0.006% of 340,000 active. AID 504937. Potency, µM (series often up to 57.5 µM), for inactives: at the top dose activity change, negative = inhibition, actives largely listed as inhibitors. placental ASM, HMU-PC fluorogenic substrate, 60 min; further: potency means the concentration at half of the fitted maximal effect
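Steps: dispense placental human ASM, pin compound, wait 10 min at room temperature, add HMU-PC0 substrate at 9 uM final, incubate 60 min at 37 °C, add stop solution raising pH to 10, read fluorescence.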
MBNL1-CUG inh – MBNL1-poly(CUG) RNA binding inhibition | Q9NR56 | TR-FRET MBNL1-His/biotin-(CUG)12 binding, 665/545 ratio | Potency, µM (titrated, usually from 57.5 µM), without a hit: at the highest dose activity change, negative = inhibition, actives largely listed as inhibitors | 0.036% of 280,000 active; active means well fitted inhibition curve with a large enough effect in the signal ratio, with a control signal flat, not every such curve was filed as active; inconclusive means small, poorly fitted or top-dose-only effect, or effect the other way, or a change in a side signal; inactive means no such curve, though single readings can be large or run the other way; the % refers to the signal ratio; further: potency means the concentration at half of the fitted maximal effect; on the % scale 0 is the no-effect control and ±100 the full control effect
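His-tagged MBNL1 binding to biotinylated (CUG)12 RNA was measured by TR-FRET using terbium anti-His antibody (0.055 ng/ul final) and streptavidin-XL665 (5 nM final). Compounds were titrated 92 nM to 58 uM; 60 min at room temperature.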
PKM2 activator – activators of human pyruvate kinase M2 | Potency, µM (highest dose often 57.5 µM), for inactives: top-dose activation, actives largely listed as activators | purified PKM2, Kinase-Glo ATP luminescence, activation; response scale: 0% is enzyme alone, no compound | 0.34% of 260,000 active | AID 1631 | P14618; further: potency means the concentration at half of the fitted maximal effect; on the % scale 0 is the no-effect control and ±100 the full control effect; nearly all actives have a fitted effect of over 55% in size
Target sequence (P14618 whole entry, looked up): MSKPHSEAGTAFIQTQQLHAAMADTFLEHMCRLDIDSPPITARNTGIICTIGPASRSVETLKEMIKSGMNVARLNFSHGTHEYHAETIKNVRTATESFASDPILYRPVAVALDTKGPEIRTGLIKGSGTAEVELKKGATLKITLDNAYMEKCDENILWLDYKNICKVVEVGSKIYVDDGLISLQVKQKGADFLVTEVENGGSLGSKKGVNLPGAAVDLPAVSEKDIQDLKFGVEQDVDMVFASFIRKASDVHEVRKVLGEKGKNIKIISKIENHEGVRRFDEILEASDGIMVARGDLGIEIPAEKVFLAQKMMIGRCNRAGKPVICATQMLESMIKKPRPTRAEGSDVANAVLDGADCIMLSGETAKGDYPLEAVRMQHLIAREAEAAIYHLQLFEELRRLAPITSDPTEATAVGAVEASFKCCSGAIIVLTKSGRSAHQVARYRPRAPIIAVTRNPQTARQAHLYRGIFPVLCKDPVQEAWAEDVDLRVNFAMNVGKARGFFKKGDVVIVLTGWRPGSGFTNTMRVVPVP
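hPK-M2, >95% pure; 0.1 mM ADP / 0.5 mM PEP final; imidazole pH7.2 buffer w/ 7 mM MgCl2, 50 mM KCl; 1 h RT; Kinase-Glo lum. Intermediate enzyme activity for dual inhibitor/activator qHTS.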
hERG WT inh – KCNH2 (human, wildtype) channel inhibition | 0.37% of 340,000 active | activity change, % at 1.84 µM | AID 720551 | U2OS, BacMam KCNH2, thallium flux FluxOr; active compounds read low;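 active means maximum activity change below -70%; inconclusive means maximum activity change between -70% and -50%; inactive means maximum activity change above -50%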; further: on the % scale 0 is the no-effect control and ±100 the full control effect
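U2OS cells were transduced with wild-type KCNH2 virus (2.03 x 10^8 / mL) for 4 h at room temperature, then cultured overnight at 37 C. Thallium flux was read with FluxOr dye. Rate constants were normalized to DMSO controls.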
USP2a block – blocks human ubiquitin-specific protease USP2a; O75604; Potency, µM (doses to about 38.3 µM), for inactives: at the top dose activity change, negative = inhibition, hits mostly inhibitors; AID 463254; 0.01% of 330,000 active; USP2 core, Ub-CHOP2 coupled fluorogenic reporter, 485/531;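 further: potency means the concentration at half of the fitted maximal effect; plate controls were DMSO wells for no effect and full inhibition by NEM control for full effect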
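Cell-free coupled assay: 10nM USP2 core preincubated 30min RT with compound in Tris-HCl pH 8.0/CaCl2/CHAPS buffer, then 25nM Ub-CHOP2 and 25nM reporter substrate; fluorescence (Ex 485/Em 531) read after 60min RT, normalized to NEM inhibition, concentration-response curves fitted.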
Menin-MLL TR inh – inhibitors of human menin-MLL interaction, mutant MLL peptide; 0.23% of 270,000 active; Menin + Texas Red MLL mutant peptide, fluorescence polarization; O00255; AID 1768; Potency, µM (doses to about 61.6 µM), for inactives: top-dose FP activity change, negative = inhibition, usual class: inhibitors; active means well fitted inhibition curve with a large enough effect in the polarisation, with a control signal flat, not every such curve was filed as active; inconclusive means small, poorly fitted or top-dose-only effect, or effect the other way, or a change in a side signal; inactive means no such curve, though single readings can be large or run the other way; the % refers to the polarisation; further: potency means the concentration at half of the fitted maximal effect; % of control where 0% means no effect; many of its hits are not listed in these tables
Target sequence (O00255 whole entry, looked up): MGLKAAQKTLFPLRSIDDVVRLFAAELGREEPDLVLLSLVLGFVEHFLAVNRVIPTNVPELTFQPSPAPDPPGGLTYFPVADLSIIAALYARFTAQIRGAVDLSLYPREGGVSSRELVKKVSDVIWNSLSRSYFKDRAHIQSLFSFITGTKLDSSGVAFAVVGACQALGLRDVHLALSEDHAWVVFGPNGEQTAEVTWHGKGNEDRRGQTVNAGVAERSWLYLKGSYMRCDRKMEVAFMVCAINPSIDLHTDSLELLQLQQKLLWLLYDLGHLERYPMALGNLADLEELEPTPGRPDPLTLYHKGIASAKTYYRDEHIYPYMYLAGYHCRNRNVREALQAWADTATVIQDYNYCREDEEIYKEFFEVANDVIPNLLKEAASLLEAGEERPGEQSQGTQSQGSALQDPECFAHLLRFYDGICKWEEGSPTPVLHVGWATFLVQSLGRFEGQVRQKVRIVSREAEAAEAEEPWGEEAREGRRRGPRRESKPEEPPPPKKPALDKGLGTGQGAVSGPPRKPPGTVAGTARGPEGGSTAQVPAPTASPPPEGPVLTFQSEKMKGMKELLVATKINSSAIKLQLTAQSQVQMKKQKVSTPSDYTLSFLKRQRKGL
Chronic BCR inh – inhibitors of chronic active B-cell receptor signaling; 0.05% of 340,000 active; ABC-DLBCL IkBa-CBG/CBR reporter, luminescence ratio, 4 h; Potency, µM (top dose mostly 46.1 µM), for the others: top-dose ratio change, negative = lower green/red ratio, actives largely listed as inhibitors; active means well fitted inhibition curve with a large enough effect in the signal ratio, with a control signal flat, not every such curve was filed as active; inconclusive means small, poorly fitted or top-dose-only effect, or effect the other way, or a change in a side signal; the % refers to the signal ratio;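 further: potency means the concentration at half of the fitted maximal effect; plate controls were basal doxycycline-induced cells for no effect and cells given 10 µM MG132 for full effect; MG132 reads +100%, hits lower the ratio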
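Compounds up to 46 uM were incubated four hours with TMD8 cells whose green CBG68 luciferase is fused to IkappaBalpha; red CBR luminescence normalised the signal, and concentration-effect curves were fitted to fusion, red and ratio data.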
GALK inhibitor – inhibitors of human galactokinase; Purified GALK, Kinase-Glo residual ATP luminescence; Potency, µM (doses to about 57.5 µM), without a hit: at the top dose activity change, negative = inhibition, hits mostly inhibitors; 0.007% of 270,000 active; further: potency means the concentration at half of the fitted maximal effect; on the % scale 0 is the no-effect control and ±100 the full control effect
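The enzyme phosphorylates galactose (100 uM) using ATP (35 uM); inhibition is detected as higher residual ATP, quantified by bioluminescence after 1 h reaction at room temperature, pH 8.0.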
Mito fusion act – mitochondrial division inhibition or fusion activation; 0.23% of 320,000 active; AID 485298; Potency, µM (top dose mostly 46.1 µM), inactives show at the top dose growth rescue (activation), actives largely listed as activators; S. cerevisiae fusion-defective mutant growth rescue, CellTiterGlo 48 h;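 further: potency means the concentration at half of the fitted maximal effect; % of control where 0% means no effect; nearly all actives have a fitted effect of over 45% in size; temperature-sensitive fusion mutants such as fzo1-1 at 37 °C on non-fermentable ethanol glycerol medium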
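S. cerevisiae fusion-defective temperature-sensitive mutants (e.g. fzo1-1, mgm1-5) grown 48 h at 37C in YPEG (ethanol/glycerol non-fermentable) medium with 23 nl compound per well; growth rescue read as CellTiterGlo luminescence.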
TSHR antag – antagonists of human thyroid stimulating hormone receptor | P16473 | TSHR-expressing cells, TSH-stimulated cAMP HTRF, 2 h; active compounds read low | activity change, negative = inhibition, % at 11.5 µM | 0.2% of 330,000 active | AID 504810;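 active means activity change below a set negative limit, meaning inhibition stronger than a set level, cut at about -70% in these data; inconclusive means activity change between two set negative limits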; further: on the % scale 0 is the no-effect control and ±100 the full control effect
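Inhibition of cAMP made by TSHR-expressing cells under TSH stimulation (4nM final, EC80; 2 h, 37 deg C) is quantified with a one-step lysis HTRF kit, anti-cAMP cryptate versus cAMP-d2.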
Eya2 phos inh – inhibitors of human Eya2 phosphatase activity; recombinant Eya2, OMFP fluorescence dephosphorylation (OMFP is methylfluorescein phosphate); Potency, µM (top dose mostly 76.9 µM), for the others: at the top dose activity, negative = inhibition, usual class: inhibitors; O00167; 0.006% of 330,000 active; further: potency means the concentration at half of the fitted maximal effect; on the % scale 0 is the no-effect control and ±100 the full control effect
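Eya2 (0.2 uM) preincubated 10 min at ambient with compound, then OMFP substrate added at 50 uM; 10 min reaction in 50 mM HEPES pH 7.5, 50 mM NaCl, 5 uM MgCl2, 0.05% BSA, 1 mM DTT. Fluorescence read at Ex 485/Em 525 nm.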
An asterisk follows results filed as active; i = inactive; ? = inconclusive; · = not tested or not shown; [ ] = dose if it differs, or a comment. Unless noted, the call rests on the fitted dose curve; in most records, active means well fitted curve in the direction sought with a large enough effect; inconclusive means small, poorly fitted or top-dose-only effect, or another doubt; inactive means no such curve, though single readings can be large; an effect the other way counts as inactive or inconclusive. Some of the compounds tested; the hit share may differ from the screen's.

SMILES | ASM inhibitor | MBNL1-CUG inh | PKM2 activator | hERG WT inh | USP2a block | Menin-MLL TR inh | Chronic BCR inh | GALK inhibitor | Mito fusion act | TSHR antag | Eya2 phos inh
COc1ccc(C(=O)Nc2ccc(NC(=O)c3cccs3)cc2)cc1[N+](=O)[O-] | -4% | ? | 6% | 3 | -1% | 6% | 5% | -2% | -12% | -6 | -6%
CCS(=O)(=O)c1nc(S(=O)(=O)c2ccc(C)cc2)c(NCc2ccccn2)s1 | 2% | 38%[activator] | -3% | 13 | 2% | 0% | -22% | 0% | -5% | 4 | 3%
COc1ccc(/C=N/NC(=O)c2ccc3c(c2)NC(=O)C(C)(C)O3)cc1OC | -1%[11.5 µM] | 20% | 0% | 4 | 3% | -9% | ? | 7% | -5% | -1 | 4%
O=C(OCC(=O)N1CCN(Cc2ccccc2)CC1)c1ccc(Cl)cc1 | 0% | -3% | 0% | 21 | 4% | -17% | 8% | 6% | -10% | -2 | -3%
COC(=O)c1cccc(C(=O)Nc2cnc3ccccc3c2)n1 | -3% | 5% | -2% | 7 | -1% | -12% | 1% | 0% | 4% | -13 | -14%
O=C(CSC1=NS(=O)(=O)c2ccccc2N1)Nc1ccc(F)cc1 | 3% | · | · | -2 | -3% | · | ? | · | 0% | -4 | -12%
CC1(C)CN=C(NC2CCCCC2)S1 | 4% | -10% | 0% | -3 | 3% | -8% | 0% | 2% | -5% | -4 | -12%
COc1cccc(-c2cc(C(=O)Nc3ccc(OC)c(OC)c3)no2)c1 | -2% | -12% | 2% | -27 | 1% | 20% | ? | -1% | -2% | 5 | 6%
CONc1nc2nonc2nc1NOC | -6% | 0% | -4% | 45 | 5% | -13% | 1% | 2% | 0% | 4 | 1%
Cc1ccsc1CN(C)CC(=O)Nc1ccc([N+](=O)[O-])cc1Cl | 0% | ? | 4% | -3 | 2% | -20% | 15% | 0% | 18% | -25 | -3%
CC1C(=O)N(c2ccc(S(=O)(=O)N(C)C)cc2)C1(/C=C/c1ccccc1)C(=O)NC1CCCC1 (stereo unspecified) | -2% | ? | -16% | 2 | -9% | -10% | 7% | · | 10% | 73 | 2%
CC(=O)NCCNC(=O)CNC(=O)c1ccc(Cl)cc1 | 4% | -4% | 9% | 4 | 2% | -8% | -3% | 0% | -6% | 4 | -12%
CN(C(=O)c1ccncc1)c1nnc(-c2cnccn2)s1 | 5% | 15% | -7% | -5 | 3% | -6% | -2% | 1% | -2% | 3 | 1%
Cc1c(NC(=O)Nc2cccc(C#N)c2)c(=O)n(-c2ccccc2)n1C | 1% | -5% | · | -6 | -4% | -5% | 0% | 2% | 0% | 7 | -6%
Cc1cccc(C)c1NC(=O)C1CCCNC1 (stereo unspecified) | 0% | -3% | -1% | -9 | 3% | -2% | -1% | 2% | 1% | 7 | 1%
O=C(COC(=O)c1c2c(nc3ccccc13)CCCCC2)c1ccc(Cl)s1 | -5% | 0% | 2% | -10 | -3% | 22% | 28% | 0% | 25% | -15 | -20%
Cc1cc(C)n2nc(SCC(=O)N3CC(C)CC(C)C3)nc2n1 (stereo unspecified) | -1% | · | · | 7 | 1% | · | -2% | · | · | -6 | -3%
CC(C)OCCCn1c(=O)c2ccccc2n2c(CCC(=O)NC3CCN(Cc4ccccc4)CC3)nnc12 | 0% | 6% | · | -15 | -3% | 2% | 0% | 8% | · | -125* | -3%
Cc1cccc(C(C#N)c2ccc(Cl)nn2)c1 (stereo unspecified) | 3% | 12% | -2% | 16 | 0% | 11% | ? | -1% | -7% | -8 | -2%
CCn1c(=O)c(C(=O)Nc2cnccn2)c(O)c2ccccc21 | · | 7% | -3% | · | 4% | 9% | 0% | 3% | -9% | 4 | -4%
COc1ccccc1CN1CCN(C(c2ccccc2)c2ccccc2)CC1 | -2% | -9% | -7% | 19 | 4% | -19% | 10% | 0% | -6% | -5 | ?
Cc1nnc(NC(=O)C(C)Sc2nnc(-c3ccco3)n2C)s1 (stereo unspecified) | 1%[11.5 µM] | 9% | 8% | -8 | 0% | -16% | 5% | -2% | -6% | 12 | -5%
Cc1ccc(S(=O)(=O)c2nnn3c2nc(N2CCOCC2)c2ccccc23)c(C)c1 | -15% | ? | · | -2 | 0% | · | 3% | 3% | 14% | 3 | 6%
CCC(C)NC(=O)CSc1ncnc2sccc12 (stereo unspecified) | 2% | 5% | -8% | -4 | 1% | 0% | -1% | -2% | 3% | -4 | 6%
CC(C)=NNc1nc(-c2ccccc2)c(C)s1 | -2% | -4% | -2% | 17 | 2% | ? | ? | 1% | -11% | 0 | -5%
COc1ccc(OC)c(CNC(=O)C2CCC(=O)N2C(C)C)c1 (stereo unspecified) | -1% | -8% | · | 2 | 4% | -3% | ? | · | -13% | 7 | -12%
COc1ccc(/C=N/c2oc(-c3ccccc3)cc2C#N)cc1 | -14% | 6% | 0% | -3 | 1% | 0% | 13% | 0% | 2% | 2 | -1%
Cc1ccc(C(=O)Nc2nnc(S(=O)(=O)Nc3ccccc3C)s2)cc1C | -5% | -10% | 4% | -1 | 2% | ? | ? | · | 0% | 6 | -12%
CC[C@]1(C(=O)OC)[C@H]2C(=O)N(C)C(=O)[C@H]2[C@H]2CN=C(SCc3ccc(OC)cc3)N21 | -2% | · | · | 19 | -1% | · | -1% | · | · | 12 | -4%
CC(=O)c1sc(NC(=O)c2cccs2)nc1C | -2% | 7% | · | 21 | 4% | 22% | ? | 8% | -5% | 3 | 6%
CCN(CC)S(=O)(=O)c1ccc(N2CCCCC2)c(NC(=O)/C(C#N)=C/c2ccc(OC)cc2)c1 | -1% | 0% | 7% | -6 | 0% | 8% | 0% | -4% | -2% | 0 | 0%
CCOc1ccc(Nc2nc(Cc3nnc(SCC(=O)NC4CCCC4)n3C)cs2)cc1 | -1% | -3% | -1% | 13 | 1% | -25% | -17% | 0% | -1% | 3 | -3%
NS(=O)(=O)c1ccc(N2N=C(c3ccccc3)CC2c2ccccc2Br)cc1 (stereo unspecified) | i | · | · | 8 | -4% | · | 6% | · | · | -13 | 5%
CCn1c(-c2cc(-c3ccccc3)sc2N)n[nH]c1=S | 2% | 9% | ? | 1 | -1% | · | ? | -2% | 0% | -10 | -8%
CC(=O)Oc1ccc(C2C3=C(CC(C)(C)CC3=O)Nc3cc4c(cc32)OCCO4)cc1 (stereo unspecified) | · | 6% | 0% | 6 | 1% | -8% | ? | 1% | -1% | -8 | 3%
CC(C)CN(C(=O)COc1ccc(Br)cc1C=O)C1CCS(=O)(=O)C1 (stereo unspecified) | · | · | · | -6 | 1% | · | -9% | · | -5% | 3 | 7%
O=C(COc1ccc(NC(=O)c2cccs2)cc1)c1ccc(F)cc1 | -3% | -3% | -3% | -2 | 2% | · | ? | -1% | 0% | 9 | -1%
Cn1c(=O)c(=O)n(C)c2cc(S(=O)(=O)N3CCCCC3)ccc21 | -3% | -9% | -3% | -4 | -2% | -9% | 9% | -5% | -2% | 6 | 19%
Cc1ccc(S(=O)(=O)N(C)CC(=O)OCC(=O)NC(=O)NC(C)C)cc1 | 6% | -7% | -11% | 1 | 0% | · | 5% | 0% | -3% | 0 | 5%
COCCNC(=O)CSc1ccccc1C(=O)NC1CCCc2ccccc21 (stereo unspecified) | 3% | -3% | -1% | -11 | 3% | -8% | -4% | 13% | -9% | 2 | 0%
CCOc1nc(-c2ccncc2)nc2ccccc12 | -3% | -5% | 0% | 38 | 0% | ? | 14% | -2% | 25% | -1 | -2%
O=C(NCc1cccs1)C1CC(=O)N(c2ccc(Cl)cc2)C1 (stereo unspecified) | -1% | 0% | -9% | -7 | 1% | -8% | ? | 3% | 17% | 5 | 4%
COc1cc(-c2csc(N3CCOCC3)n2)cc(OC)c1OC | 1% | ? | -8% | -2 | -4% | 3% | -4% | 2% | -7% | 10 | -1%
COc1ccc(/C=C(\C)c2nc(C)c(-c3ccccc3)c(=O)[nH]2)cc1 | 137%[activator] | -8% | -2% | -7 | 1% | · | 0% | -2% | 2% | -1 | 6%

Screening data: PubChem BioAssay, National Center for Advancing Translational Sciences (NCATS)
